M4 ag: human M4 muscarinic receptor agonists, primary screen, CHO-K1 cells, Fluo-8 calcium fluorescence; Muscarinic acetylcholine receptor M4 (Homo sapiens), P08173; CHO-K1 hM4/Gqi5; vehicle 0%, full acetylcholine response 100%; activation, % at 3 µM; actives 0.14% (n = 360,000);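 active = activation above the run mean over all test wells plus 3 SD, cut at about 32% in these data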;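 also: peak over basal fluorescence ratio per well then scaled between controls; 0% = DMSO wells and 100% = acetylcholine at EC100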
OXTR potentiate: human OXTR potentiators, primary screen, fluorescence, CHO-OTR cells, Fluo-8 calcium; AID 2445, 2010; actives 0.061% (n = 320,000); activation, % at 3 µM; Fluo-8 calcium fluorescence, potentiator mode; 0% = oxytocin EC15, 100% = EC100; Oxytocin receptor (Homo sapiens), P30559;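 active = activation above that plate's cutoff, the mean activation of tested compounds plus 3 SD, cut at about 6.6% in these data, passing the limit was not always enough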;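 also: 100% uses oxytocin at 75 nM as the full agonist control; some results filed as inactive read as strong as hits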
Target sequence (P30559 whole entry, looked up): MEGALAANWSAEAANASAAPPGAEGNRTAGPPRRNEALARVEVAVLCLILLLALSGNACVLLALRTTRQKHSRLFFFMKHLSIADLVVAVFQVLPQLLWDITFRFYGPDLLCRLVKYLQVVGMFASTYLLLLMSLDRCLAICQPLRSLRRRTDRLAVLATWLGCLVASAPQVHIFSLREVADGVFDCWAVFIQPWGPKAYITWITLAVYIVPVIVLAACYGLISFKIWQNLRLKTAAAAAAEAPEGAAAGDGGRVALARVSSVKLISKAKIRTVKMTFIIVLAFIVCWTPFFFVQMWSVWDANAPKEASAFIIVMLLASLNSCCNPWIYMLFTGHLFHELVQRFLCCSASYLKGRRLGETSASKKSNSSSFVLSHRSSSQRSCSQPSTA
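assay system = CHO-OTR cells, human receptor | schedule = compound 6 min at room temperature before oxytocin, 100 s read | detection = Fluo-8 intracellular calcium fluorescence, ex 470-495, em 515-575 nm | evaluation = normalized max/min fluorescence ratio, % activation | control set = EC15 oxytocin alone as 0%, 75 nM oxytocin (EC100) as 100%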
CHO-K1 Ca antag: nonselective inhibitor or artifact in parental CHO-K1 cells; ATP-induced calcium, Fluo-8 fluorescence; inhibition, % at 3 µM; actives 0.6% (n = 360,000);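 active = inhibition above a per-plate cutoff, the plate's mean sample inhibition plus 3 SD, cut at about 24% in these data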;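 also: 0% = DMSO plus EC80 ATP and 100% = DMSO alone without ATP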
M1 PAM: human M1 muscarinic receptor positive allosteric modulators, primary screen, CHO-K1 cells, Fluo-8 calcium fluorescence, 1536-well; activation, % at 3 µM; actives 0.088% (n = 360,000); CHO-K1 hM1, ACh EC20; 0% = ACh EC20, 100% = maximal ACh; Muscarinic acetylcholine receptor M1 (Homo sapiens), P11229; in the data active = activation above about 19%, passing the limit was not always enough
Target sequence (P11229 whole entry, looked up): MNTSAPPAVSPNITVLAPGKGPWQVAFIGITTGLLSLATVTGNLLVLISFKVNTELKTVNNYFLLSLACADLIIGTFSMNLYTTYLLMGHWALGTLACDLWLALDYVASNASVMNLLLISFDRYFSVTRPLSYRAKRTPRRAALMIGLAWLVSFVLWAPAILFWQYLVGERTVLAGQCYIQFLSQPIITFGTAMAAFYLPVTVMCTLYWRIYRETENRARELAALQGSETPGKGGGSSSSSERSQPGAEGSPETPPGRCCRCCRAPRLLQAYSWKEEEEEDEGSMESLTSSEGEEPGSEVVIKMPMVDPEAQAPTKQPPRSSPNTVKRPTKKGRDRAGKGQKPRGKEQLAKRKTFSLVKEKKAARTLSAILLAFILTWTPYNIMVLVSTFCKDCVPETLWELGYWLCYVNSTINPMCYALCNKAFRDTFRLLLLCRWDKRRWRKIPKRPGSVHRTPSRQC
CHRM1 antagonist: human M1 muscarinic receptor antagonists, primary screen, CHO-K1 cells, Fluo-8 calcium fluorescence, 1536-well; Muscarinic acetylcholine receptor M1 (Homo sapiens), P11229; CHO-K1 hM1, ACh EC80 antagonist; inhibition, % at 3 µM; actives 1.3% (n = 360,000);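 active = percent inhibition above its own plate's cutoff, namely the mean of that plate's compound wells plus 3 SD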;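 also: peak over basal fluorescence ratio during 140 s after agonist addition; 0% = ACh EC80 plus DMSO and 100% = DMSO alone without agonist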
CHO parental Ca: ATP-evoked calcium signal inhibitors, parental CHO, primary screen, counter-screen for OX1R antagonist project, cell-based, fluorescence, Fluo-8 calcium dye; parental CHO-K1, ATP-induced calcium, Fluo-8 fluorescence; inhibition, % at 5.6 µM; actives 0.63% (n = 330,000); AID 463079, 2010;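 active = inhibition above that plate's mean sample inhibition plus 3 SD, cut at about 26% in these data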;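 also: 0% = ATP-challenged DMSO wells and 100% = DMSO wells without ATP; some compounds past the cut are filed as inactive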
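Assay system: parental CHO cells; Read-out basis: percent inhibition of ATP-evoked calcium rise, normalized to controls; Benchmarks: ATP and no-ATP DMSO wells; Compound dosing: single nominal dose of 5.6 µM per compound; Signal: Fluo-8 calcium dye fluorescence; Also added: ATP as calcium-mobilizing challenge; Repeats: singlicate.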
M1 ag: human M1 muscarinic receptor agonists, primary screen, Fluo-8 calcium fluorescence, CHO-K1 cells, HTS. Muscarinic acetylcholine receptor M1 (Homo sapiens), P11229. CHO-K1 hM1, agonist mode; 0% DMSO, 100% acetylcholine EC100. activation, % at 3 µM. actives 0.33% (n = 360,000);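 active = activation above the run's mean compound activation plus 3 SD, cut at about 16% in these data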;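 also: peak over basal fluorescence ratio within a 140 s kinetic read after compound addition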
CHRM4 antagonist: human M4 muscarinic receptor antagonists, primary screen, CHO cells, Fluo-8 calcium fluorescence; Muscarinic acetylcholine receptor M4 (Homo sapiens), P08173; CHO-hM4 cells, ACh EC80; inhibition, % at 3 µM; actives 0.73% (n = 360,000);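 active = inhibition above its plate's cutoff, the mean inhibition of sample wells plus 3 SD, cut at about 27% in these data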;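 also: 0% = acetylcholine EC80 with DMSO and 100% = DMSO without agonist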
CHO-K1 Ca ag: counter-screen for M1 agonists: effect in parental CHO-K1 cells | Fluo-8 calcium fluorescence; scaled to maximal ATP response, vehicle zero | activation, % at 3 µM | actives 0.48% (n = 360,000) | AID 602248, 2012; in the data active = activation above about 15%;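 also: untransfected CHO-K1 host cells lacking M1 receptor as counterscreen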
Active calls of the source: *; nt = not tested or not shown.

SMILES	M4 ag	OXTR potentiate	CHO-K1 Ca antag	M1 PAM	CHRM1 antagonist	CHO parental Ca	M1 ag	CHRM4 antagonist	CHO-K1 Ca ag
CCOC(=O)c1oc2ccccc2c1COC(=O)C(C)NC(=O)c1ccco1 (stereo not given)	5	-6	-11	-9	18	-17	-4	3	1.3
Cc1c(C(=O)NC2CCCCC2)sc2ncnc(N3CCN(c4ccccc4)CC3)c12	1	-5	-15	6	-12	5	0	-6	0.8
Cc1ccc(C)c(Nc2ncnc3nc[nH]c23)c1	0	-1	6	3	3	-6	-1	-17	0.4
CC(=O)c1ccc(NC(=O)c2ccc(S(=O)(=O)N3CCCC3)cc2)cc1	3	-6	20	-10	13	-8	-7	13	0.7
O=C(/C=C/Nc1ccc(F)c(F)c1)c1cccs1	1	-11	-7	-2	8	-6	-6	9	0.5
CC(=O)c1ccc(N2CCN(C(=O)Nc3ccc(F)cc3F)CC2)cc1	3	-6	-4	9	-8	-1	-3	-1	2.5
CN(C)CCN(Cc1cccs1)S(=O)(=O)c1csc(C(N)=O)c1	1	-4	-1	7	1	-14	-2	2	0.1
COC(=O)c1c(C)nc(C)c(C(=O)OC)c1-c1ccc(OC)cc1	5	-7	8	-2	4	-10	1	-5	4.0
CCOC(=O)CSc1nc2ccccc2c(=O)n1Cc1ccco1	4	-7	-13	4	-7	-16	-11	-2	2.2
CCN(CC)S(=O)(=O)c1ccc(NC(=O)CN(c2cccc(F)c2)S(C)(=O)=O)cc1	2	-11	23	3	2	2	0	-3	1.0
OC(COc1cccc2ccccc12)CN1CCOCC1 (stereo not given)	0	nt	-5	8	-12	nt	-2	1	0.5
COc1ccc(OCC(=O)NC2CCCCCCC2)cc1	1	-7	-10	19	-24	-12	-5	-8	0.4
O=C(CN1C(=O)NC2(CCCCC2)C1=O)Nc1ccc2c(c1)CCC2	2	-14	-17	11	-8	-14	-10	-1	0.8
Cc1ccc2nc(Cl)c3cc(C(=O)NCCCN4CCCC4)sc3c2c1	2	6	5	-8	3	-9	-13	-2	-0.3
C[C@@H](NC(=O)c1nc[nH]c1C(=O)N[C@@H](Cc1ccccc1)C(=O)OC(C)(C)C)c1ccccc1	0	-6	-19	1	3	-23	-4	-1	0.8
O=C(NCCC1CC1(Cl)Cl)Nc1ccccc1 (stereo not given)	0	-4	-8	0	-1	-11	-2	7	3.6
O=C(NCCc1ccco1)C(=O)NCC1OCCCN1S(=O)(=O)c1ccccc1 (stereo not given)	1	-3	-11	4	-7	-12	-4	1	1.6
Cc1nc(CCNS(=O)(=O)c2cccs2)cs1	0	-4	2	8	-6	13	0	-4	0.1
O=S(=O)(NCC(c1ccco1)N1CCc2ccccc2C1)c1ccc(F)cc1 (stereo not given)	-1	-1	-6	-7	12	-18	-5	1	-0.3
Cc1ccc(Nc2cc(-c3ccccc3)nc3ncnn23)cc1	-2	0	7	3	-6	-28	-7	4	-0.5
Cc1cc(NC(=O)CSc2nc3c(c(=O)n2-c2ccccc2)SC(C)C3)no1 (stereo not given)	5	2	-6	5	-10	-16	-9	-21	1.0
O=C(CCCNS(=O)(=O)c1cccc2nsnc12)NCCN1CCN(c2ccccc2F)CC1	4	-18	-2	-7	0	-24	-15	-4	1.9
O=C1COc2ccc(-c3csc(NCC4CCCO4)n3)cc2N1 (stereo not given)	1	2	-14	3	-1	-13	-4	-4	0.5
Cc1ccccc1CNC(=O)C(=O)NCC1OCCCN1S(=O)(=O)c1cccs1 (stereo not given)	4	-2	14	6	-9	-4	-2	-5	1.7
COc1ccc(C(=O)NCC(=O)OCCOc2ccc(Cl)cc2)cc1OC	1	-6	8	12	-13	-6	-1	-1	-0.5
O=C(O)c1ccccc1C(=O)NC1Cc2ccccc2C1	0	1	-1	8	-7	-12	-2	0	1.1
CN(Cc1ccccc1)Cc1nc2scc(-c3ccccc3)c2c(=O)[nH]1	4	-23	-16	1	0	-12	-4	-1	2.6
Cc1ccc(-n2nc3c([n+]2[O-])CCc2c-3no[n+]2[O-])cc1	0	-5	1	7	-2	-5	-6	5	4.1
COc1ccc(N2C(=O)CC(Nc3ccc(C(=O)O)cc3)C2=O)cc1OC (stereo not given)	2	7	-7	-8	5	-3	0	5	0.2
CC1=Nc2ccc(C)cc2/C1=C/c1c(N)n2nc(CC(=O)N3CCOCC3)sc2nc1=O	4	-7	-8	16	-8	-7	-3	-5	0.5
CSc1nc2cc(S(=O)(=O)N3CCCCC3)ccc2s1	2	nt	-5	-1	-2	nt	-6	1	2.3
Cc1cc2nc(-c3ccccc3)c(Cc3cccc(Cl)c3)n2c(C)c1Br	-1	nt	-3	nt	nt	nt	nt	3	-0.4
Cc1nnsc1-c1c(C(=O)Oc2ccccc2)c(C)nn1-c1ccccc1	-2	-13	19	12	-3	-27	0	-4	0.0
O=C(Nc1ccc(Cl)cn1)Nc1ccccc1Cl	0	-7	-7	4	-5	-3	-5	-9	0.1
Cc1ccc(S(=O)(=O)N(CCC#N)C2CCCCC2)c2nsnc12	1	7	-7	6	-5	-15	-8	-14	0.1
Cc1cc2ncn(C(=O)c3c(-c4ccccc4)noc3C)c2cc1C	0	-2	-10	1	-31	-18	-6	-7	-0.6
CC(C)N(CCn1c(SCC(=O)Nc2cccnc2Cl)nc2ccccc2c1=O)C(C)C	1	-3	-23	3	2	-8	-8	3	-0.2
CCc1c(C2(O)CCCCC2)[nH]c2ccc(C(F)(F)F)cc12	1	-10	-7	-10	14	40*	-6	9	0.1
COc1ccc(OC)c(NC(=O)CCN2CCCCC2)c1	0	-7	-12	6	-7	-12	-4	4	0.9
O=C(NCc1ccncc1)C(=O)NCC1OCCCN1S(=O)(=O)c1ccccc1 (stereo not given)	0	-6	-13	11	-10	2	-11	8	2.5
CS(=O)c1ccccc1COC(=O)Nc1ccccc1 (stereo not given)	1	-7	11	4	4	5	-2	2	0.1
COc1ccc(Cc2c(O)nc(SCC(=O)N3CCOCC3)[nH]c2=O)cc1	0	0	-9	-3	14	2	0	0	0.1
O=C(COC(=O)CCNS(=O)(=O)c1ccccc1)NC(=O)Cc1ccccc1	3	1	-20	6	-6	-8	-3	-16	1.8
CC(=Nc1ccccc1)Nc1ccccc1	1	-5	-6	6	-24	5	-6	4	0.5
CCc1cccc(C)c1NC(=O)CN1CCN(S(=O)(=O)c2ccc(C(C)(C)C)cc2)CC1	6	-11	1	4	0	-5	1	-3	4.7
Cc1cc(CN(C)C(=O)c2ccc(OC3CCN(S(=O)(=O)N(C)C)CC3)cc2)n[nH]1	1	-3	3	0	-2	-3	-2	1	1.4
CCc1c(C)nc2ncnn2c1N1CCC(C(=O)NCc2ccc3c(c2)OCO3)CC1	3	9	-15	6	-17	-16	-12	-1	1.2
O=C(CSc1nccc(=O)[nH]1)Nc1cc(C(F)(F)F)ccc1N1CCOCC1	2	-7	-14	13	-10	-12	-3	-20	1.5
Cc1cc(F)ccc1S(=O)(=O)N1CCCOC1CNC(=O)C(=O)NCc1ccc2c(c1)OCO2 (stereo not given)	3	-13	-1	4	-8	-13	0	-3	2.5
Cn1cc(CN2CCCC(C(=O)Nc3cccc(-c4cc5ccccc5[nH]4)c3)C2)cn1 (stereo not given)	5	-14	23	14	-12	-6	-1	1	0.6

Nothing new here: 10 of the compounds above.
SMILES	M4 ag	OXTR potentiate	CHO-K1 Ca antag	M1 PAM	CHRM1 antagonist	CHO parental Ca	M1 ag	CHRM4 antagonist	CHO-K1 Ca ag
CS(=O)c1ccccc1COC(=O)Nc1ccccc1 (stereo not given)	1	-7	11	4	4	5	-2	2	0.1
COc1ccc(Cc2c(O)nc(SCC(=O)N3CCOCC3)[nH]c2=O)cc1	0	0	-9	-3	14	2	0	0	0.1
O=C(COC(=O)CCNS(=O)(=O)c1ccccc1)NC(=O)Cc1ccccc1	3	1	-20	6	-6	-8	-3	-16	1.8
CC(=Nc1ccccc1)Nc1ccccc1	1	-5	-6	6	-24	5	-6	4	0.5
CCc1cccc(C)c1NC(=O)CN1CCN(S(=O)(=O)c2ccc(C(C)(C)C)cc2)CC1	6	-11	1	4	0	-5	1	-3	4.7
Cc1cc(CN(C)C(=O)c2ccc(OC3CCN(S(=O)(=O)N(C)C)CC3)cc2)n[nH]1	1	-3	3	0	-2	-3	-2	1	1.4
CCc1c(C)nc2ncnn2c1N1CCC(C(=O)NCc2ccc3c(c2)OCO3)CC1	3	9	-15	6	-17	-16	-12	-1	1.2
O=C(CSc1nccc(=O)[nH]1)Nc1cc(C(F)(F)F)ccc1N1CCOCC1	2	-7	-14	13	-10	-12	-3	-20	1.5
Cc1cc(F)ccc1S(=O)(=O)N1CCCOC1CNC(=O)C(=O)NCc1ccc2c(c1)OCO2 (stereo not given)	3	-13	-1	4	-8	-13	0	-3	2.5
Cn1cc(CN2CCCC(C(=O)Nc3cccc(-c4cc5ccccc5[nH]4)c3)C2)cn1 (stereo not given)	5	-14	23	14	-12	-6	-1	1	0.6

Carrying on:
SMILES	M4 ag	OXTR potentiate	CHO-K1 Ca antag	M1 PAM	CHRM1 antagonist	CHO parental Ca	M1 ag	CHRM4 antagonist	CHO-K1 Ca ag
O=C1CCCCC1S(=O)(=O)c1ccccc1 (stereo not given)	0	-1	-4	5	-10	-6	-7	13	0.2
CC(=O)c1ccc(N2CCN(C(=O)Nc3ccc(F)cc3)CC2)cc1	9	-7	-19	3	-6	1	-4	-5	6.7
COc1ccc(N(CC(=O)Nc2ccccc2OC)S(=O)(=O)c2ccccc2)cc1Cl	2	-22	-5	0	-4	-24	-7	-5	0.6
CSc1ccccc1OCc1cc(C(=O)N(C)Cc2nonc2C)no1	4	-9	-5	1	-7	-9	-5	-9	2.6
NNC(=O)c1cc(Cl)ccc1Cl	0	-6	-13	5	-10	-20	-6	-3	1.4
O=C(NNC(=O)C1CCC1)c1ccccc1F	1	2	4	16	-15	-14	0	4	1.1

Bioassay records (PubChem BioAssay)
